HTT aggregate: mutant huntingtin aggregation inhibition. 1.1% of 220,000 active. AID 1688. Potency, µM (series often up to 46.1 µM), without a hit: top-dose activity change, negative = inhibition, actives largely listed as inhibitors. PC12 HttQ103-GFP aggregates, Acumen cytometry, 40 h; also: potency is read from the fitted curve at half-maximal effect; % is scaled to controls: 0 for no effect and ±100 for the full control effect; nearly all actives have a fitted effect of over 60% in size
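PC12 cells with ecdysone-inducible HTT exon1 Q103-GFP, induced by 100 nM tebufenozide, given compounds in a concentration series. GFP aggregates (1–25 um, 6 SD above background) counted in lysates by laser-scanning cytometry, 488 nm excitation.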
IMPase Li inh: membrane-permeable IMPase blocker, potentiated with lithium; CHO-M1 cells, IP1 TR-FRET (IP-One), carbachol + lithium; Potency, µM (series often up to 59.4 µM), for the others: at the highest dose activity, negative = IMPase inhibition, usual class: inhibitors; 0.35% of 210,000 active; AID 1457;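 also: IP1 builds up when IMPase is blocked and the TR-FRET signal falls; potency is read from the fitted curve at half-maximal effect; plate controls were basal vehicle for no effect and high inhibitor control for full effect; nearly all actives have a fitted effect of over 50% in size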
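Concentration–response in CHO-M1 cells, lithium-potentiated; 30 min at 37C. IP1 detected by competitive TR-FRET after 10 min lysis at RT. Hill-fitted AC50.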
HTT ATP protect: cytoprotection in Huntington HTT-Q103 PC12 cell model; AID 1471; PC12 HTT-Q103 induced, cytoprotection, ATP luminescence, 40 h; 0.14% of 230,000 active; Potency, µM (titrated, usually from 56.4 µM), for inactives: cytoprotection (ATP increase), actives largely listed as activators;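 also: potency is read from the fitted curve at half-maximal effect; % of control where 0% means no effect; nearly all actives have a fitted effect of over 45% in size; toxic huntingtin expression switched on by the ecdysone agonist tebufenozide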
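Compounds added alongside 100 nM tebufenozide, which induces toxic Q103 huntingtin exon 1-GFP in stable PC12 cells; surviving cells quantified by luminescent ATP measurement. Medium: phenol red-free DMEM, 5% equine and 5% calf serum.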
CBFb-RUNX1 inh: blocks binding between human CBF-beta and RUNX1 | Q01196+Q13951 | AlphaScreen CBFb-His/RUNX1-biotin binding, biochemical | Potency, µM (titrated, usually from 59.8 µM), for inactives: at the top dose activity, negative = inhibition, most hits filed as inhibitors | 230,000 tested, under 10 active | AID 1477; also: % of control where 0% means no effect
Target sequence (Q01196 whole entry, looked up): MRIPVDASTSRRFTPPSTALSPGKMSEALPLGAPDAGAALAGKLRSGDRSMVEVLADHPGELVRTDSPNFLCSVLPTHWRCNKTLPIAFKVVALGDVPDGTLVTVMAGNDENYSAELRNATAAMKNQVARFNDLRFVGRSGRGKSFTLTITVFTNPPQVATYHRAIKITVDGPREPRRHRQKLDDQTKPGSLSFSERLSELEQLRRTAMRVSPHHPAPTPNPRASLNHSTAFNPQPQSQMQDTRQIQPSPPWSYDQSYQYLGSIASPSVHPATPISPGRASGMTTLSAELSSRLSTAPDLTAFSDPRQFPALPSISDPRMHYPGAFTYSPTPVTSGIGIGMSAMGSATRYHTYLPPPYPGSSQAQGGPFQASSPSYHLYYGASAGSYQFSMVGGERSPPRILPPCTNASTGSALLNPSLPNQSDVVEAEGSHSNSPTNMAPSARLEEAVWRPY
Target sequence (Q13951 whole entry, looked up): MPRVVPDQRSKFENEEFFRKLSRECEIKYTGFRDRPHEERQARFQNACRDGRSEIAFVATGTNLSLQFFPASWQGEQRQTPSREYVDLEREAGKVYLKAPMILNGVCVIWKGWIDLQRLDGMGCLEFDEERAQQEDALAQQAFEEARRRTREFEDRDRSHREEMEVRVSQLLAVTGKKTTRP
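Bead-based AlphaScreen assay; binding partners His-tagged CBF-beta and biotinylated RUNX1 at 30 nM each. Compound exposure 15 min after a 20-min protein preincubation; bead step 90 min; all steps at room temperature.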
SMN2 splice enh: enhancers of SMN2 splice variant expression; 2.8% of 210,000 active; AID 1458; Potency, µM (series often up to 46.1 µM), for the others: at the top dose activity change, positive = activation, hits mostly activators; HEK293 SMN2-luciferase splicing reporter, luminescence, 30-36 h; also: potency is read from the fitted curve at half-maximal effect; % of control where 0% means no effect; nearly all actives have a fitted effect of over 55% in size
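HEK293 cells carry an SMN2 minigene-luciferase reporter in which exon 7 inclusion puts luciferase in frame. Cells were seeded at 2000 cells/well, attached for 10-12 hours, then exposed to compounds for 30-36 hours at 37C before ONE-Glo luminescence.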
Lamin A splicing: modulators of lamin A splicing. HeLa LMNA splicing GFP/RFP minigene ratio, 48 h. Potency, µM (series often up to 46.1 µM), for the others: at the top dose ratio change, negative = inhibition, usual class: inhibitors. 0.01% of 200,000 active; active = well fitted inhibition curve with a large enough effect in the signal ratio, with a control signal flat, not every such curve was filed as active; inconclusive = small, poorly fitted or top-dose-only effect, or effect the other way, or a change in a side signal; the % refers to the signal ratio; also: potency is read from the fitted curve at half-maximal effect; % is scaled to controls: 0 for no effect and ±100 for the full control effect
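S3 HeLa cells stably expressing lamin A-EGFP splicing minigene plus DsRed2, 600 cells/well, 48 h compound exposure at 37C. Laser-scanning cytometry; analysed as GFP (500-530 nm)/RFP (575-640 nm) total intensity ratio; 0.5% DMSO vehicle.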
Luc counter: counter-screen: inhibitors of Kinase-Glo firefly luciferase; 0.28% of 200,000 active; Kinase-Glo luciferase, ATP luminescence, 8 min; Potency, µM (doses to about 38.3 µM), for inactives: at the highest dose activity change, negative = inhibition, hits mostly inhibitors; Q27757; also: potency is read from the fitted curve at half-maximal effect; % is scaled to controls: 0 for no effect and ±100 for the full control effect; nearly all actives have a fitted effect of over 60% in size
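Recombinant Kinase-Glo luciferase, 10 uM ATP (linear range), luciferin; imidazole pH 7.2 / KCl / MgCl2 / Tween / BSA buffer; 8 min RT; luminescence.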
Active calls of the source: *; ? = inconclusive; nt = not tested or not shown; [ ] = another dose, or the depositor's remark. Unless noted, calls follow the shape of the dose curve; as a rule, active = well fitted curve in the direction sought with a large enough effect; inconclusive = small, poorly fitted or top-dose-only effect, or another doubt; inactive = no such curve, though single readings can be large; an effect the other way counts as inactive or inconclusive.

Structure	HTT aggregate	IMPase Li inh	HTT ATP protect	CBFb-RUNX1 inh	SMN2 splice enh	Lamin A splicing	Luc counter
CCOc1ccc(-n2c(SCc3ccc(C(=O)OC)o3)nc3c(c2=O)SCC3)cc1	15%	32%[38.3 µM]	-13%	-1%	?	5%	-3%
Clc1ccc(OCCCCCN2CCCC2)c(Br)c1	-7%	23%	23%[0.074 µM]	-16%	-36%[inhibitor]	?	0%
C=CCn1c(C(C)NC(=O)CCC)nc2ccccc21 (stereo not given)	-23%	5%	-3%[10 µM]	12%	4%	-11%	-4%
O=C(N/N=C\c1ccc(-c2cccc(Cl)c2)o1)C(=O)NC1CCCC1	nt	-1%	nt	3%	7%	11%[46 µM]	-2%
COc1ccccc1N(CC(O)CN1C(=O)NC(C)(C)C1=O)S(=O)(=O)c1ccc(C)cc1 (stereo not given)	0%	-6%[38.3 µM]	-4%	0%	1%	-2%	-4%
CC(=O)Nc1ccc(NC(=O)c2oc3cc(C)c(C)cc3c2C)cc1	-3%	30%[38.3 µM]	-15%[10 µM]	6%	-15%	-18%	2%
Fc1ccccc1CSc1nnc(-c2cccnc2)o1	-7%	6%	-22%	2%	?	nt	-3%
COc1cc(C(=O)NC2CCN(Cc3nnnn3Cc3cccs3)CC2)cc(OC)c1OC	6%	46%[activator][38.3 µM]	3%[10 µM]	2%	-13%	-5%	2%
O=c1oc2ccccc2c(Nc2ccc(Cl)cc2)c1[N+](=O)[O-]	6%[9.22 µM]	nt	-2%[10 µM]	-2%	nt	nt	nt
Cc1csc(NC(=O)CSc2nc3[nH]ncc3c(=O)[nH]2)n1	-5%	-2%	-18%	1%	13%	nt	2%
CN(C)S(=O)(=O)c1ccc(Cl)c(NC(=O)COC(=O)c2cc(-c3ccccc3)nc3ccccc23)c1	-1%	-1%	18%[10 µM]	7%	12%	-4%	-3%
O=C(Cn1cc(CCO)nn1)N1CCNCC1	9%[9.22 µM]	5%	13%[10 µM]	7%	nt	nt	nt
Cc1ccccc1NS(=O)(=O)c1cc(C(=O)NCCSC2CCCCC2)ccc1C	?	7%[38.3 µM]	-43%[inhibitor]	3%	-17%	?	-5%
COc1ccc(C(C)(C)C)cc1NC(=O)COC(=O)c1ncc(Cl)c(Cl)c1Cl	-6%	-3%	3%[10 µM]	0%	20%	1%	5%
CN(C(=O)CSc1nc(-c2ccccc2)c(-c2ccccc2)o1)C1CCS(=O)(=O)C1 (stereo not given)	-6%	6%	-11%[10 µM]	-13%	-11%	5%[46 µM]	1%
Cc1cc(Nc2ccc(N3CCOCC3)cc2)c2cccc(C)c2n1	14%[9.22 µM]	nt	-16%[10 µM]	-1%	nt	nt	nt

Some of the entries so far, as labelled records:
COc1ccc(C(C)(C)C)cc1NC(=O)COC(=O)c1ncc(Cl)c(Cl)c1Cl
- HTT aggregate = -6%
- IMPase Li inh = -3%
- HTT ATP protect = 3%[10 µM]
- CBFb-RUNX1 inh = 0%
- SMN2 splice enh = 20%
- Lamin A splicing = 1%
- Luc counter = 5%

Cc1ccccc1NS(=O)(=O)c1cc(C(=O)NCCSC2CCCCC2)ccc1C
- HTT aggregate = ?
- IMPase Li inh = 7%[38.3 µM]
- HTT ATP protect = -43%[inhibitor]
- CBFb-RUNX1 inh = 3%
- SMN2 splice enh = -17%
- Lamin A splicing = ?
- Luc counter = -5%

COc1cc(C(=O)NC2CCN(Cc3nnnn3Cc3cccs3)CC2)cc(OC)c1OC
- HTT aggregate = 6%
- IMPase Li inh = 46%[activator][38.3 µM]
- HTT ATP protect = 3%[10 µM]
- CBFb-RUNX1 inh = 2%
- SMN2 splice enh = -13%
- Lamin A splicing = -5%
- Luc counter = 2%

CC(=O)Nc1ccc(NC(=O)c2oc3cc(C)c(C)cc3c2C)cc1
- HTT aggregate = -3%
- IMPase Li inh = 30%[38.3 µM]
- HTT ATP protect = -15%[10 µM]
- CBFb-RUNX1 inh = 6%
- SMN2 splice enh = -15%
- Lamin A splicing = -18%
- Luc counter = 2%

(list continues)
Structure	HTT aggregate	IMPase Li inh	HTT ATP protect	CBFb-RUNX1 inh	SMN2 splice enh	Lamin A splicing	Luc counter
N#C/C=C\Oc1ccc(Cl)cc1N	?	-13%[38.3 µM]	24%	-19%	-14%	?	-1%
Cc1cc(C)n2nc(SCC(=O)N(C)c3c(N)n(Cc4ccccc4)c(=O)[nH]c3=O)nc2n1	-3%	4%	24%[10 µM]	-2%	15%	nt	0%
CC(C)Cc1cc(C(=O)N2CCN(c3ccc(F)cc3)CC2)no1	-30%	19%[38.3 µM]	5%	15%	-33%[inhibitor]	?	-2%
Cn1c(N)c(C(=O)COC(=O)CCc2nc3ccccc3s2)c(=O)n(C)c1=O	8%	2%	11%	-1%	-4%	nt	-2%
Cc1ccc(S(=O)(=O)N2CCCC(C(=O)NCc3ccccn3)C2)cc1 (stereo not given)	-3%	20%	8%[10 µM]	-9%	-13%	-11%	-2%
O=c1c2c3c(sc2n2c(=S)[nH]nc2n1-c1ccccc1)CCC3	-14%[9.22 µM]	nt	22%[10 µM]	13%	nt	nt	nt
O=C(Nc1cccc(Cl)c1)Nc1nnc(-c2ccncc2)s1	13µM*	7%	41%[10 µM]	-9%	-82%[inhibitor]	?	-1%
S=C(Nc1ccc(Cl)cc1)NC1CCN(Cc2ccccc2)CC1	18%	-5%	18%[10 µM]	8%	-20%	?	1%
O=C1NC2(C=Cc3c(ccc4ccccc34)O2)Oc2ccccc21 (stereo not given)	6%	-5%[38.3 µM]	-7%	5%	-5%	?	0%
Cc1cc(=O)[nH]c(N/N=C/CCc2ccccc2)n1	-17%	0%	17%	4%	-4%	nt	-6%
CCCn1nnc(NC(=O)C(C)C)n1	-4%[9.22 µM]	nt	3%[10 µM]	1%	nt	nt	nt
COc1cc(NS(=O)(=O)c2ccc(C)cc2)ccc1-n1cnnn1	-6%	11%[38.3 µM]	10%	4%	-11%	?	1%
COc1ccc(NS(=O)(=O)c2cc(NC(=O)CC(=O)c3ccc([N+](=O)[O-])cc3)ccc2C)cc1	?	14%	8%[10 µM]	-18%	-33%[inhibitor]	nt	-2%
O=C1CN(c2ccc(Br)cc2)C(=O)N1CC(=O)N1CCCc2ccccc21	-32%	3%[38.3 µM]	-1%	7%	-31%[inhibitor]	?	7%
CCOC1=C/C(=C/c2c(N)n3nc(-c4ccccc4)sc3nc2=O)C=CC1=O	13%	-7%	-7%	-11%	0%	-7%[46 µM]	0%
Cc1cc(C)cc(OCC(=O)NCCN2CCOCC2)c1	11%	17%[38.3 µM]	14%[10 µM]	2%	66%	3%	-3%
COc1ccc(Oc2c(C)oc3cc(OC(=O)N4CCOCC4)ccc3c2=O)cc1	-2%	4%[38.3 µM]	-3%	5%	-15%	9%	1%
CSc1ccc(CN2CCN(C(=O)c3ccncc3)CC2)cc1	nt	7%	nt	3%	-51%[inhibitor]	-10%[46 µM]	-3%
Cc1ccc(C)n1-c1ccc(N(C)C)cc1	-16%	8%	-49%[inhibitor]	-26%	-5%	5%[46 µM]	-3%
Cc1ccc(C2CC(=O)c3cnc(N4CCc5ccccc5C4)nc3C2)cc1 (stereo not given)	-4%	-6%[38.3 µM]	-25%	-4%	-18%	8%	-2%
CCN1CCC(Nc2ccnc3cc(Cl)ccc23)CC1	-4%[9.22 µM]	nt	1%[10 µM]	?	nt	nt	nt
CCN(C(=S)Nc1ccc(Oc2ccccc2)cc1)c1ccccc1	7%	nt	15%[10 µM]	-12%	nt	-8%	nt
NC(=O)c1ccc(NCC2COc3ccccc3O2)c([N+](=O)[O-])c1 (stereo not given)	-1%	3%	-27%	-18%	-9%	nt	2%
O=C(Nc1ccccc1-c1ccccc1)C12CC3CC(CC(C3)C1)C2	0%	3%[38.3 µM]	2%	2%	-20%	7%[0.0737 µM]	1%
O=C(O)c1cc(Nc2nc(N3CCOCC3)nc(N3CCOCC3)n2)ccc1Cl	-2%	1%	13%[0.074 µM]	12%	?	-2%	-1%
COc1ccc(C2N(c3ccc(Cl)cc3)C(=O)C3CCCN32)cc1 (stereo not given)	-7%	7%[38.3 µM]	-1%	10%	-10%	0%	2%
COc1cc(C)nc(N2CCCC(C(=O)NCC(C)C)C2)n1 (stereo not given)	-2%	2%	14%[10 µM]	-1%	2%	1%	4%
CC(C)(C)C(=O)Nc1ccc(C(=O)N/N=C/c2ccccc2OC(=O)c2ccc(Cl)cc2)cc1	?	17%	-88%[inhibitor][10 µM]	-7%	-82%[inhibitor]	?	0%
COc1ccc(NC(=O)c2ccc3c(c2)n(C)c(=O)n3C)cc1	25%	7%	-38%[inhibitor]	8%[2.36 µM]	?	13%	-1%
O=C(c1ccccc1Cl)N(Cc1ccccc1F)N1C(=O)CCCC1=O	-6%	3%	nt	27%	9%	-2%[46 µM]	-2%
Cc1ccc(SCc2ccc(C(=O)Nc3cc([N+](=O)[O-])ccc3C)cc2)cc1	-5%	4%[38.3 µM]	13%	0%	-10%	7%	1%
CCOC(=O)CN(C)Cc1c[nH]c2ccccc12	-8%	22%[38.3 µM]	-7%	-2%	?	?	1%
O=C(NC1CCCCC1)C(c1ccccc1)N1CCC2(CC1)OCCO2 (stereo not given)	0%	10%[38.3 µM]	-10%	-1%	18%	2%	3%
CC(=O)Nc1nc2ccccc2n1Cc1ccccc1C	?	17%[38.3 µM]	-5%[0.074 µM]	3%	?	?	-2%
O=C(NCc1ccc(F)cc1)c1c2c(nc3ccccc13)CCC2	-2%	14%	-15%[10 µM]	?	5%	10%[46 µM]	2%
COC(=O)c1ccc(NC(=O)CSc2nccn2CCc2ccccc2)cc1	1%	46%[activator][38.3 µM]	-9%	-3%	-33%[inhibitor]	5%	-2%
CN(C)S(=O)(=O)c1ccc(C(=O)NCCSc2ccccc2)cc1	15%	31%[activator][38.3 µM]	0%	-10%	18%	0%	1%
CCc1nnc(NC(=O)c2ccc(-c3ccc([N+](=O)[O-])cc3Cl)o2)s1	-3%	-1%	-24%	0%	-3%	nt	-2%
CC1=CC(C)(C)NC(=S)N1c1ccc(C)cc1	-29%	1%	8%[10 µM]	-3%	-33%[inhibitor]	-19%	-1%

Compound activity as filed in PubChem.
